From PubChem BioAssay
SIRT5 block: SIRT5 desuccinylase inhibitors, primary screen, biochemical, fluorescence imaging, single point, set 5 | Purified SirT5, succinyl-peptide AMC, trypsin-coupled fluorescence | NAD-dependent protein deacylase sirtuin-5, mitochondrial (Homo sapiens), Q9NXA8 | inhibition, % at 15 µM | 330,000 tested, 1.1% active; in the data active = inhibition above about 15%; inconclusive = no clear call, values can overlap the other calls
Target sequence (Q9NXA8 whole entry, looked up): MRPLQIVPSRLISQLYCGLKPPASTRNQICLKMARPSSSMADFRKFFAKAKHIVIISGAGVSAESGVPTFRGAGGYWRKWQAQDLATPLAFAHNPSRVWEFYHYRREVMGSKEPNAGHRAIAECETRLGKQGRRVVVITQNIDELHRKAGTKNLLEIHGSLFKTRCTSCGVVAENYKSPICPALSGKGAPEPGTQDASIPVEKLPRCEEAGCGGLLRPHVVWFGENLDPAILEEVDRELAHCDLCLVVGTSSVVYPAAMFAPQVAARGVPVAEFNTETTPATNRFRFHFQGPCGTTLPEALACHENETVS
esBAF inh: Bmi1 luciferase reporter increase in mESCs, primary screen, esBAF inhibitor project, mouse ES cells, Bmi1 luciferase knock-in, single point. 24 h; 100% = twice the neutral-well signal. reporter increase, % at 12.5 µM. 350,000 tested, 2% active. AID 602393, 2012; in the data active = activation above about 40%; inconclusive = no clear call, values can overlap the other calls;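 note: 0% = median of the plate's neutral control wells and 100% = double that signal; a rise in the Bmi1 reporter signal indicates esBAF inhibition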
S100A4 MyoIIA: inhibitors of S100A4-myosin IIA peptide binding, primary screen, biochemical, fluorescence polarization, TAMRA-MyoIIA peptide; 360,000 tested, 0.14% active; inhibition, % at 10.7 µM;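 active = mean inhibition of at least 70% across replicates, with every replicate also reaching that level; inconclusive = mean inhibition reaches 70% but some replicates fall short; inactive = mean inhibition below 70%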
Target sequence (P26447 whole entry, looked up): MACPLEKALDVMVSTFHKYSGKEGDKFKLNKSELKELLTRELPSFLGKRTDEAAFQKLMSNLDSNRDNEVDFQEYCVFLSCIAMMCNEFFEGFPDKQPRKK
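Test system: S100A4 monomer protein; Medium: HEPES pH 7.2 with CaCl2, KCl, NaCl, DTT, Triton; Probe or stimulus: TAMRA-labelled myosin IIA heavy-chain peptide probe, 5 nM; Doses: one dose per compound; Times: polarization read 5 min after assay mix addition, stable 5–60 min; Benchmarks: neutral control DMSO, positive control TFP.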
Casp6 inh: human caspase-6 inhibitors, primary screen, biochemical, VEID-R110 fluorescence, single point, set 2; P55212; 350,000 tested, 0.53% active; AID 686996, 2013; purified caspase-6, Z-VEID-R110 cleavage fluorescence; inhibition, % at 12.5 µM;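 active = mean inhibition across replicates at least about 35%, with every replicate also reaching that limit, limit read from the data; inconclusive = only one of the two criteria met; inactive = neither criterion met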;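 note: 0% = median of neutral control wells and 100% = no fluorescence left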
Target sequence (P55212 24-179 limits assumed): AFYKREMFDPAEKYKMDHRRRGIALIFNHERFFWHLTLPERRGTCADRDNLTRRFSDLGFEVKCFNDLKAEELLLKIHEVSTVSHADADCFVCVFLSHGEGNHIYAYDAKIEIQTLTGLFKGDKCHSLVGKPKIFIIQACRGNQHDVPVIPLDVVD
Target sequence (P55212 194-293 limits assumed): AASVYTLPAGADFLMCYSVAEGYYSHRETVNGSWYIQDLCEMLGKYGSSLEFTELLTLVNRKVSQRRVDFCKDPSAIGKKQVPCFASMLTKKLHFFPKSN
LGR2 antag: inhibitors of bursicon-induced LGR2 CRE-luciferase signal, primary screen, cell-based, HEK293, CRE-luciferase reporter, bursicon stimulation | AID 720647, 2013 | inhibition, % at 9.99 µM | 380,000 tested, 0.35% active | Drosophila bursicon receptor LGR2 (rickets) | bursicon-stimulated, 4 h;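 active = drop in luminescence signal, shown as inhibition above about 50% in the replicate tests, limit read from the data, passing the limit was not always enough; inconclusive = probably only some replicates passing the limit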;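 note: agonist challenge used bursicon conditioned medium at about half maximal strength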
FN deposit inh: inhibitors of fibronectin matrix deposition, primary screen, AH1F cells, Alexa488-fibronectin fluorescence, plate reader | 350,000 tested, 0.086% active | AH1F fibroblasts, overnight | inhibition, % at 12.6 µM | AID 743247, 2014;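 active = mean inhibition across replicates of 30% or more, regardless of how many single replicates reach that level; inconclusive = mean under 30% yet at least half of replicates reach 30%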;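 note: positive control wells lacked labelled fibronectin entirely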
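Schedule: 1 h cell adhesion before compound, then overnight fibronectin incubation; test system: AH1F fibroblast monolayer depositing Alexa488-labelled fibronectin into matrix; quantity: 10000 AH1F cells per well; probe or stimulus: fluorescent fibronectin at 24 nM final; signal: fluorescence, ex 485 nm, em 525 nm; evaluation: percent inhibition as loss of matrix-bound fibronectin fluorescence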
C2C12 statin: suppressors of statin myotoxicity in C2C12 myotubes, primary screen, cell-based, single point, plate reader; C2C12 myotubes + simvastatin, ATP luminescence, 48 h; scaled: DMSO 0, geranylgeraniol control 100; rescue of ATP level, % at 7.49 µM; 330,000 tested, 0.78% active; AID 602340, 2012;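 active = mean ATP rescue above about 67%, or every replicate alone reaching that limit, limit read from the data, passing the limit was not always enough; inconclusive = no clear call, values can overlap the other calls; inactive = mean under the limit and some replicate under it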;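 note: myotubes were challenged with 10 µM simvastatin during compound exposure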
Starred values were filed as active, the others as inactive; ? = inconclusive; · = not tested or not shown; & = joins results of further samples. Only part of the results is shown; the hit share may differ from the screen's.

SMILES	SIRT5 block	esBAF inh	S100A4 MyoIIA	Casp6 inh	LGR2 antag	FN deposit inh	C2C12 statin
CN1C(=O)c2cc(NC(=O)C3CCOCC3)ccc2OC[C@H]2O[C@@H](CC(=O)NCc3ccc4c(c3)OCO4)CC[C@H]21	-2.2	1.1	19.7	-0.2	-0.2	-1.7	2.2
OCC[C@@H]1C[C@H](O)[C@@H](O)[C@]2(Cc3ccccc3CCO2)O1	·	-5.6	-1.4	·	-12.1	-6.4	11.9
C[C@@H]1CN([C@@H](C)CO)C(=O)Cc2cc(NC(=O)Nc3ccc4c(c3)OCO4)ccc2O[C@@H]1CN(C)Cc1ccc(Cl)c(Cl)c1	8.1	-2.2	-4.4	-4.1	-1.6	·	15.4
CSc1nc(C)nc(C2CC2)c1C#N	·	·	-5.6	1.4	-28.0	1.8	·
COc1ccc(-c2cn(CC[C@H]3CC[C@@H](NC(=O)c4cnccn4)[C@H](CO)O3)nn2)cc1	-2.2	-2.5	-1.8	-0.2	-7.5	-1.7	3.6
COc1ccc(-c2csc(NC(=O)c3ccccc3C(=O)O)n2)cc1	-1.3	·	-4.8	1.8	9.7	5.3	·
Cc1ccc(S(=O)(=O)/N=C2\C=C(NS(=O)(=O)c3ccc(C)cc3)C(=O)c3ccccc32)cc1	-1.5	2.2	1.3	62.8*	-2.6	-0.9	8.4
C=CC[N+](C)(C)c1ccc(CCC(=O)CCc2ccc([N+](C)(C)CC=C)cc2)cc1	-1.4	-2.3	-2.3	-11.8	-21.8	-1.7	-85.6
CC1(C)CC(=O)C(CC2C(=O)CC(C)(C)CC2=O)C(=O)C1	-3.9	·	-0.4	-0.8	·	9.7	·
CC(=O)Nc1nc(SCC(=O)Nc2nnc(C)s2)[nH]c(=O)c1NC(=O)c1cccs1	13.0	4.9	-5.7	3.0	0.4	-4.4	1.4
NC(=O)C1CCN(c2oc(/C=C/c3ccccc3)nc2S(=O)(=O)c2ccccc2)CC1	-2.9	7.0	-2.6	5.2	-0.4	-0.2	3.0
COc1ccc(S(=O)(=O)N2CCCCCC2)cc1NS(=O)(=O)c1cc(C(=O)O)cc(C)c1C	4.0	10.0	-2.7	-0.7	1.5	-10.8	-4.3
COCCC(=O)N1CCC(Oc2ccc(C(=O)N3CCCC(COC)C3)cc2)CC1 (stereo not drawn)	-3.2	·	4.6	-1.3	0.9	·	·
Cc1cccc(N2C(=O)CC(Sc3ncn[nH]3)C2=O)c1 (stereo not drawn)	1.4	-6.7	-2.6	1.6	5.8	3.5	-7.4
FC(F)(F)c1ccccc1Cc1c(-c2ccco2)nc2ccc(Br)cn12	-3.6	-7.7	-4.1	13.8	·	-7.3	18.0
Cc1cccc(OCc2nc(C#N)c(NCCN(C)C)o2)c1	-1.6	3.1	-5.9	-9.8	-3.1	4.6	·
O=S(=O)(Nc1ccc(NS(=O)(=O)c2ccccc2)c2ccccc12)c1ccccc1	0.4	-6.0	-1.0	-1.1	2.6	8.5	1.7
CCCCC(=O)Nc1cccn2ncnc12	-0.6	-9.6	8.6	0.2	27.5	22.7	2.9
CCC(C)c1ccccc1NC(=O)CN(C)CC(=O)Nc1ccccc1SC (stereo not drawn)	-1.8	2.4	3.4	-56.9	-1.8	-6.8	-5.3
Cc1cc(C)cc(NC(=O)NC(C)C2CCCO2)c1 (stereo not drawn)	-4.9	·	1.3	1.7	14.4	-3.4	·
CCc1ccc(NC(=O)C2=CC(c3cccs3)=NS(=O)(=O)N2C)cc1	2.6	18.9	1.3	-1.8	-4.4	7.6	-8.0
CO[C@@H]1CN(C)C(=O)c2cc(NC(=O)Cc3ccccc3)ccc2OC[C@@H](C)N(C(=O)c2ccccc2F)C[C@@H]1C	3.2	-1.7	9.4	-3.8	-2.3	-4.1	-1.5
Cc1nnc(SCC(=O)N(C)c2ccccc2)n1-n1cccc1	-0.2	3.4	-0.8	0.0	10.7	1.0	-9.7
CO[C@H](CN(C)C(=O)Nc1ccc(F)cc1)[C@@H](C)CN(Cc1ccccc1Cl)[C@@H](C)CO	0.7	0.3	-5.2	-0.1	2.0	-3.7	-3.3
Cn1c(SCc2ccccc2)nnc1-c1ccc(O)cc1	-2.9	?	2.7	-3.8	-10.4	7.4	0.0
O=C(C1CCCC1)N1CC2(C1)[C@@H](c1ccccc1)[C@H](CO)N2C(=O)NC1CCCC1	-2.9	·	1.2	1.3	-39.6	0.5	·
C[C@@H]1CN([C@H](C)CO)C(=O)CCCn2nncc2CO[C@@H]1CN(C)S(=O)(=O)c1ccc2c(c1)OCCCO2	-0.6&3.1	-4.0&0.9	-4.6&-0.5	-2.4&-2.6	-0.7	11.7	-0.6&8.0
O=C(COC(=O)c1cccc(Br)c1)Nc1cccc(S(=O)(=O)N2CCCCC2)c1	-1.2	-7.2	-1.8	3.9	17.8	-3.5	-2.0
CC(=O)N(C)c1ccc(NC(=O)Nc2ccc(Cl)cc2)cc1	7.7	?	0.3	-1.8	·	0.4	-24.4
CCCOc1ccc(CCC(=O)O)cc1	-5.0	·	3.8	-6.4	22.6	5.2	·
COc1cccc(C(=O)NCc2cn3ccsc3n2)c1	-0.1	16.7	1.5	0.3	-26.4	3.4	1.2
COc1ccc(NC(=O)Nc2cccc3c2O[C@@H](CN(C)S(=O)(=O)c2ccc(C)cc2)[C@H](C)CN([C@@H](C)CO)C3=O)cc1	4.6	-1.6	0.3	-1.1	-2.5	·	-30.4
CC(NCC(=O)Nc1ccccc1C(=O)NC1CC1)c1ccc(Cl)cc1 (stereo not drawn)	-1.8	-0.9	-4.7	-4.3	13.1	1.2	2.2
C[C@@H]1CN([C@H](C)CO)C(=O)Cc2cc(NS(=O)(=O)c3ccc(F)cc3)ccc2O[C@@H]1CN(C)Cc1ccncc1	-5.5	-2.9	6.2	1.0	-4.6	-1.8	19.9
COc1nc(/C=C/N(C)C)c([N+](=O)[O-])c(OC)n1	-7.4	-0.4	0.3	0.9	2.6	-3.9	8.8
CN1OC[C@@H]2CN(C(=S)Nc3ccc(C#N)cc3)[C@H](c3ccc(N4CCCCC4)cc3)C[C@@H]21	-0.8	-5.9	-7.3	-4.0	-4.4	-2.5	-4.4
CC(C)NC(=O)N(C)C[C@@H]1Oc2ccc(NS(=O)(=O)c3ccc(F)cc3)cc2C(=O)N([C@@H](C)CO)C[C@@H]1C	-1.8	-0.8	-4.4	1.3	-5.1	-2.3	20.5
Cc1ccc(C=C2C(=O)c3ccccc3C2=O)o1	·	2.8	·	·	-30.6	·	5.3
CC(C)(C)C1CCC(C(=O)NCCc2ccc(S(N)(=O)=O)cc2)CC1 (stereo not drawn)	0.9	-1.8	0.1	3.1	8.0	-1.2	6.9
Cc1nn(Cc2cccc(F)c2)c(C)c1NC(=O)c1ccc(COc2ccccc2Cl)cc1	·	5.3	·	·	19.0	-8.5	-11.0
O=C(C[C@H]1C/C=C\CC[C@H](Cc2ccc(F)cc2)C(=O)OC[C@H]2CCCN2C1=O)NCCO	·	9.5	8.2	0.4	7.4	6.4	-4.7
COc1ccc(S(=O)(=O)Nc2ccccc2C(=O)N2CCOCC2)cc1C	-3.0	0.4	9.6	0.5	20.4	-9.5	3.6
O=C(CCCN1C(=O)c2ccccc2C1=O)NCc1ccc(F)cc1	2.0	-3.9	-3.3	-1.5	12.9	-7.9	3.9
Cc1ccc(S(=O)(=O)N(C)C[C@H]2OCCCC[C@@H](C)Oc3ccc(NS(=O)(=O)c4ccccc4)cc3C(=O)N([C@@H](C)CO)C[C@H]2C)cc1	21.7*	3.3	-4.0	1.3	8.1	·	9.6
CC(C)c1cc(N=NC(N)=O)cc(C(C)C)c1O	·	-4.7	·	·	13.0	11.4	3.2
COc1cc(/C=C/CN2CCC(Oc3ccc(C(=O)N4CCCC4)cc3)CC2)ccc1O	-1.0	0.3	10.8	·	-0.1	3.3	8.3
O=C(CC1CC1)N1CC2(C1)[C@H](c1ccccc1)[C@H](CO)N2C(=O)c1ccccn1	13.6	·	-3.8	0.9	2.5	-9.2	·
Cc1onc(-c2ccccc2Cl)c1C(=O)N1CCCCC1	-0.8	8.1	0.7	-0.7	13.4	-2.0	5.9
FC(F)(F)Oc1ccc(Nc2nc(N3CCOCC3)nc(N3CCOCC3)n2)cc1	-3.2	0.0	-2.0	-4.1	0.1	4.7	-20.7
C=CCNC(=S)N1CCN(C2CCCCC2)CC1	-6.0	-0.3	9.5	-5.6	-1.9	-4.8	12.2
NS(=O)(=O)c1ccc(CCNC(=O)CSc2ncnc3ccccc23)cc1	-0.4	·	-4.6	·	-14.4	7.5	·
COCC(=O)Nc1ccc2c(c1)C(=O)N(C)C[C@H](OC)[C@H](C)CN(Cc1ccncc1)[C@H](C)CO2	5.6	-17.8	?	-0.2	-5.9	-0.6	20.5
CCSc1nnc(NC(=O)C(C)(C(F)(F)F)C(F)(F)F)s1	·	-18.6	·	·	·	-0.3	-69.4
C[C@@H]1CN([C@H](C)CO)C(=O)c2cc(NC(=O)CCCN(C)C)ccc2O[C@H]1CN(C)S(=O)(=O)c1cn(C)cn1	-0.7	0.6	-1.1	3.3	23.8	·	·
CCOC(=O)CNC(=S)N(CCCN1CCCCCC1)Cc1cccs1	2.2	·	-2.6	-19.3	-42.3	2.3	·
C[C@@H]1CN([C@H](C)CO)C(=O)c2ccccc2-c2ccccc2CO[C@@H]1CN(C)C(=O)Nc1ccc2c(c1)OCO2	5.0	10.8	-7.7	18.2	-0.9	-9.0	3.5
COc1cccc(NC(=O)CN(C)C(=O)c2ccc(NC(=O)CC3SC(N4CCCC4)=NC3=O)cc2)c1 (stereo not drawn)	-6.0	4.2	-9.7	0.0	3.7	-2.2	3.6
COc1ccc(NC(=O)Nc2ccc3c(c2)C(=O)N([C@@H](C)CO)C[C@H](C)[C@H](CN(C)S(=O)(=O)c2ccc(Cl)cc2)O3)cc1	3.3	3.0	0.6	-2.1	7.8	·	·
CCN1[C@@H]2c3ccc(/C=C/c4ccccc4)c(=O)n3C[C@H]1[C@H](CO)[C@H]2C(=O)N1CCOCC1	-103.6	-2.5	1.6	-4.9	5.3	·	9.2
Clc1cccc(N2CCN(Cc3nnc(-c4ccccc4)o3)CC2)c1	1.1	-0.9	-1.0	1.2	1.8	3.9	1.9
COc1ccc(NC(=O)N(C)C[C@@H]2Oc3ncc(-c4ccc(C#N)cc4)cc3C(=O)N([C@@H](C)CO)C[C@H]2C)cc1	-12.5	-0.7	-0.9	0.8	-4.6	·	12.4

Entries from the list above with a CF3 group:
SMILES	SIRT5 block	esBAF inh	S100A4 MyoIIA	Casp6 inh	LGR2 antag	FN deposit inh	C2C12 statin
FC(F)(F)c1ccccc1Cc1c(-c2ccco2)nc2ccc(Br)cn12	-3.6	-7.7	-4.1	13.8	·	-7.3	18.0
FC(F)(F)Oc1ccc(Nc2nc(N3CCOCC3)nc(N3CCOCC3)n2)cc1	-3.2	0.0	-2.0	-4.1	0.1	4.7	-20.7
CCSc1nnc(NC(=O)C(C)(C(F)(F)F)C(F)(F)F)s1	·	-18.6	·	·	·	-0.3	-69.4
